Glyco luc inh: blocks N-linked glycosylation in D54 reporter cells; D54 ERlucT glycosylation luciferase reporter, 24 h; percent of 100 nM tunicamycin response; reporter increase, % at 12.5 µM; hit rate 0.23% among 360,000; AID 588692;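 active means mean luciferase reporter signal, scaled so untreated is 0 and the glycosylation-blocking control 100, at or above a set limit in every replicate; inconclusive means mean reaches the limit but not every replicate does; inactive means mean below the limit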;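 further: luciferase carries N-glycosylation sites so blocking glycosylation raises the light; 0% = median of neutral control wells and 100% = median of 100 nM tunicamycin wells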
NOD2 RIPK2 PPI: blocks binding of human NOD2 to RIPK2; inhibition, % at 4.98 µM; hit rate 0.38% among 360,000; O43353; CHO BLA complementation NOD2-RIPK2, CCF4 ratio; in the data active means inhibition above about 21%;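 further: 0% = vehicle only and 100% = reference blocker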
Vif inh: blocks HIV Vif function; HEK293T cells, Vif self-association by quenched fluorescence, imaging, 24 h; inhibition, % at 7.49 µM; hit rate 0.35% among 340,000; AID 602346; in the data active means inhibition above about 50%, passing the limit was not always enough; inconclusive means no clear call, values can overlap the other calls; inactive means below about 31%; further: some results filed as inactive read as strong as hits
TLR9-MyD88 inh: blocks human TLR9 binding to MyD88; hit rate 0.21% among 340,000; AID 504734; Q9NR96+Q99836; CHO BLA complementation TLR9-MyD88, CCF4 FRET ratio; inhibition, % at 4.98 µM;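 active means inhibition above the mean over all tested compounds plus 3 SD, cut at about 21% in these data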;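 further: 0% = DMSO only wells and 100% = clavulanate BLA inhibitor control wells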
Target sequence (Q99836 whole entry, looked up): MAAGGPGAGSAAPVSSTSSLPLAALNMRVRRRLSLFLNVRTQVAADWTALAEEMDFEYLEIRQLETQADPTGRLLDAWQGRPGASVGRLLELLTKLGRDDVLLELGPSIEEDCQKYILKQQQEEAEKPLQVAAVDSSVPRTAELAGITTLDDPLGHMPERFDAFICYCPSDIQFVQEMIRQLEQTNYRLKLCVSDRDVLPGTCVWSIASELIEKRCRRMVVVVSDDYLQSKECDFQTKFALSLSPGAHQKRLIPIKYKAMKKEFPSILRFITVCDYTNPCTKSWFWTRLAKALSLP
Target sequence (Q9NR96 whole entry, looked up): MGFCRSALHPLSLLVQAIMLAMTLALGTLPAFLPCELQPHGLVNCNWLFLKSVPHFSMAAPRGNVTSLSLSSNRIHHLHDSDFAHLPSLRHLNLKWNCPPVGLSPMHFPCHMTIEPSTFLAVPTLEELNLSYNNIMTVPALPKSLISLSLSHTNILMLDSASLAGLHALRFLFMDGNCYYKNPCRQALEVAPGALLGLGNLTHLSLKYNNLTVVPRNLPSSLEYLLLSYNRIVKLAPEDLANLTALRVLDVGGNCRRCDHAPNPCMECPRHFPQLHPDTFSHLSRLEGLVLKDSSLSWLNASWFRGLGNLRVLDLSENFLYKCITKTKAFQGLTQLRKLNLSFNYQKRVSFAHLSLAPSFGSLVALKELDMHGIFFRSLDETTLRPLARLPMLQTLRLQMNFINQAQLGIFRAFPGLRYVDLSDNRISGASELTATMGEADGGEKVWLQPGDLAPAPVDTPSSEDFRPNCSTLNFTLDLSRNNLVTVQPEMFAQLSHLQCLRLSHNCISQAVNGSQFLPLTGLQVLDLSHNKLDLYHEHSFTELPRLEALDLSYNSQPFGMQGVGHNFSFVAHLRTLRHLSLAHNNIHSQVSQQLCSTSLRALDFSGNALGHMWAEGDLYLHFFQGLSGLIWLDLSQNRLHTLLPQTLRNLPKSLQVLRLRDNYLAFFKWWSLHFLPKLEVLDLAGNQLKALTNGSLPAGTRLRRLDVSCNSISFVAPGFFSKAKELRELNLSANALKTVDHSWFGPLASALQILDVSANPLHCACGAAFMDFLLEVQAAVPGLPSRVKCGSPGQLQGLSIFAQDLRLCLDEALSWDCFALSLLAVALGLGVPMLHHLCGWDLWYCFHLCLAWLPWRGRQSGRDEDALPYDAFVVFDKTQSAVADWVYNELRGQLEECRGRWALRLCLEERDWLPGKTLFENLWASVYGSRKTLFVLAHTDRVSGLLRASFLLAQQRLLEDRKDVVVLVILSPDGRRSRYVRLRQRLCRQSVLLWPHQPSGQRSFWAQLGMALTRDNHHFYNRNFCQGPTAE
Granule exo inh: blocks lytic granule exocytosis; TALL-104 LAMP-1 surface exposure, flow cytometry; cells stimulated with thapsigargin and PMA; inhibition, % at 10 µM; hit rate 0.66% among 360,000; AID 651702;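 active means inhibition above about 55%, limit read from the data; inconclusive means no clear call, values can overlap the other calls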
ABCB6 inh 2: inhibitors of human ABC transporter ABCB6; hit rate 0.19% among 360,000; K562-ABCB6 porphyrin accumulation, flow cytometry, 1 h; stronger effect = lower value; fluorescence ratio to DMSO, % at 10 µM;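 active means fluorescence ratio to DMSO below 75%, the collection mean minus 3 SD; inconclusive means too few cells collected in the well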;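 further: signal is porphyrin accumulated inside mitochondria; 100% equals median channel fluorescence of DMSO control wells; lower ratio means ABCB6 inhibition with less porphyrin fluorescence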
MC4R antag cAMP: blocks human MC4R cAMP signaling. MC4R-expressing cells, MTII-stimulated cAMP, LANCE TR-FRET. inhibition, % at 6.5 µM. hit rate 0.48% among 360,000. P32245;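 active means inhibition above its plate's cutoff, the mean of tested wells on that plate plus 3 SD, cut at about 29% in these data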;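 further: 0% = Melanotan II alone and 100% = Melanotan II plus saturating MCL0020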
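Material: human MC4R-expressing U2OS cells. Probe or stimulus: Melanotan II challenge. Dosing: 6.5 µM single dose. Times: 30-min compound, 1-h challenge, 1-h detection, room temperature. Technique: TR-FRET with Eu-cAMP and labeled anti-cAMP, 671 nm. Replication: singlicate.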
aDG glyco up: increases alpha dystroglycan glycosylation; AID 624168; hit rate 0.22% among 360,000; activation, % at 10 µM; Pro5-aDG cells, alpha-DG glycosylation AlphaScreen (IIH6); 0% Pro5, 100% B10-LARGE cell signal;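 active means activation of at least 8% versus controls, or a plate z-score of at least 8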;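 further: Pro5 are CHO cells carrying HIG-tagged alpha-DG that lacks glycosylation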
MC4R barr agon: activates human MC4R beta-arrestin recruitment; P32245; U2OS MC4R beta-arrestin complementation, luminescence; percent of melanotan II response, DMSO zero; activation, % at 8.9 µM; hit rate 0.98% among 360,000; AID 540308;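 active means activation above a per-plate cutoff, the mean activation of sample wells on that plate plus 3 SD, cut at about 8% in these data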
ABHD5 PLIN5 PPI: ABHD5-PLIN5 protein interaction inhibition; hit rate 0.78% among 360,000; Split G. princeps luciferase complementation, luminescence, 4 h; Q00G26+Q8WTS1; inhibition, % at 4 µM;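 active means inhibition above the mean inhibition across every tested compound plus 3 SD, cut at about 22% in these data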;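 further: 0% = DMSO only wells and the 100% control is not disclosed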
Starred values were filed as active, the others as inactive; ? = inconclusive; . = not tested or not shown. Only part of the results is shown, so the mix of outcomes need not match the whole.

No.	Compound	MC4R barr agon	NOD2 RIPK2 PPI	Granule exo inh	TLR9-MyD88 inh	Glyco luc inh	ABHD5 PLIN5 PPI	ABCB6 inh 2	aDG glyco up	MC4R antag cAMP	Vif inh
1	O=C(CCc1nc2ccccc2c(=O)[nH]1)Nc1cccc(S(=O)(=O)N2CCOCC2)c1	0.0	4	6	0	1	5	91	-0.2	1	12
2	Cc1cc(NC(=O)c2ccc(Cl)c([N+](=O)[O-])c2)no1	4.9	-3	-4	.	0	-5	99	0.1	7	8
3	C=CCN1c2ccccc2[C@]23C[C@@H](C(=O)OC)N(C(=O)c4ccco4)C2=NC(C(=O)OC)=C(C(=O)OC)[C@H]13	-1.5	-1	12	4	16	1	101	-0.3	2	0
4	O=C(Nc1ccnn1C1CCN(Cc2ccccc2F)CC1)C1CCCC1	-2.5	-10	-2	6	-3	-4	145	-0.2	-3	-21
5	COc1ccc(CNc2nccs2)cc1	-1.6	13	0	-6	0	13	104	0.1	6	-1
6	Cc1ccc(NC(=O)c2ccc(Cl)c(S(=O)(=O)Nc3c(C)n(C)n(-c4ccccc4)c3=O)c2)cc1Cl	-0.2	4	2	-7	-5	-8	102	0.0	5	-3
7	NCCCCC(N)c1cn([C@@H](CCC(=O)O)C(=O)N2CCNCC2)nn1 (some centres not stated)	-0.3	-5	2	7	2	-11	97	-0.1	7	-3
8	COc1cc(/C=C(\C#N)C(=O)NCC2CCCO2)ccc1O (configuration not stated)	-0.2	3	-5	-10	1	0	100	0.1	-6	17
9	COc1ccc(C(=O)NCC(=O)OCC(=O)c2ccc3c(c2)OCCO3)cc1	-2.1	-3	0	-6	1	2	96	-0.3	6	-1
10	CC1CCCc2sc3ncn(N)c(=N)c3c21 (configuration not stated)	-1.6	-2	0	0	-2	-3	102	-0.1	6	-3
11	Nc1nc2ccccc2n1CCN1CCCC1	-3.8	-13	2	-4	-2	1	101	0.0	-4	10
12	CCOC(=O)c1ccc2nc3c(cc2c1)CCS3	1.4	-1	-1	-83	-2	1	99	0.0	-7	.
13	O=C(O)c1ccc(CSc2nnnn2-c2ccc(F)cc2)cc1	-0.6	3	-1	9	0	2	97	0.0	-1	-8
14	C=C(C)Cn1c(C)cc(C)c(S(=O)(=O)c2cccc(C)c2)c1=O	5.4	8	-1	-5	-2	-11	91	-0.2	-1	2
15	Clc1ccc(-c2ncc3ccccn23)c(Cl)c1	-2.0	-5	1	-5	1	-3	99	0.5	3	-3
16	CC(=O)N1CCN(S(=O)(=O)c2ccc3c(c2)OCCO3)CC1	-0.6	1	-12	0	0	-4	98	-0.1	-3	13
17	COc1ccccc1NC(=O)c1cc(Cl)nnc1Cl	3.1	2	1	-2	4	8	103	1.7	5	-5
18	COc1ccc(CNC(=O)CN(C)S(=O)(=O)c2ccc3c(c2)n(C)c(=O)c(=O)n3C)cc1	-2.6	16	-1	-5	1	-9	102	-0.5	1	7
19	O=C(CC(c1ccccc1)c1cc(Br)ccc1O)NCCN1CCOCC1 (configuration not stated)	-1.2	-1	2	0	1	1	96	0.1	4	1
20	CN(CCN1CCc2ccccc2C1)Cc1nc(-c2ccc3c(c2)OCO3)no1	0.7	-5	0	7	2	3	87	0.5	11	2
21	CS(=O)(=O)Nc1ccccc1C(=O)Nc1ccccc1C(=O)N1CCCC1	-1.9	-5	1	-6	1	-5	95	2.0	-3	-4
22	Cc1ccc(CCNCc2c(C(=O)O)c(C)n(-c3ccccc3)c2C)cc1	-1.0	-6	20	0	-3	-3	101	0.0	4	-3
23	Cc1cc(CNC(=O)C2CCC(=O)N(CCc3cccc(F)c3)C2)on1 (configuration not stated)	3.3	-7	-10	-4	0	1	104	-0.2	16	-1
24	S=c1nc[nH]c2c1sc1nc(-c3ccccc3)c3c(c12)CCCC3	1.0	-9	-2	-13	1	2	105	-0.2	0	-4
25	Cc1cccc(CCNS(=O)(=O)c2ccc3c(c2)oc(=O)n3C)c1	1.8	-5	-3	1	2	1	96	0.0	-4	-3
26	CCCc1cc(C(=O)N/N=C/c2cccn2C)cs1	-5.3	-20	2	2	-3	-2	99	4.0	2	1
27	COc1ccc(CN2CCc3cc(OC)c(OC)cc3C2)cc1O	-0.4	-7	4	-3	3	-3	100	0.1	-1	14
28	Cc1ccccc1N1C(=O)C2ON(c3ccccc3)C(c3ccco3)C2C1=O (configuration not stated)	-0.5	-29	-3	-7	-1	0	102	-0.2	6	0
29	COc1ccc(NC(=S)Nc2ccc3nccnc3c2)cc1	1.4	-2	1	7	-2	-37	100	0.0	3	-12
30	Nc1ccccc1N=c1ssnc1Cl	0.1	-3	1	-4	3	-13	109	0.2	5	9
31	CN(C)CCCn1c(SCc2c(Cl)cccc2Cl)nnc1-c1ccncc1	0.2	-19	-2	-2	3	5	100	0.1	-1	4
32	COCCNC(=O)c1cccc2c(-c3cnn(C)c3)coc12	-1.6	-5	-2	.	1	-2	100	0.0	-3	5
33	Cc1nc2ccccc2c2oc(C(=O)N3CCC(C)CC3)cc12	-2.2	6	3	1	-4	-3	91	0.0	4	-12
34	CCCOC(=O)C1C2C=CC3(CN(c4ccc(Cl)c(F)c4)C(=O)C13)O2 (configuration not stated)	0.2	-3	-2	14	2	-1	103	0.0	-2	1
35	CN(C)S(=O)(=O)c1cccc(NC(=O)COC(=O)c2cc3ccccc3oc2=O)c1	3.5	-6	0	-5	-2	-11	96	-0.2	15	-11
36	COc1ccc(NC(=O)CSc2nc(N)cc(=O)[nH]2)cc1S(=O)(=O)N1CCCCC1	-0.6	-9	-4	2	0	3	101	-0.3	3	.
37	CC1COCC(C)N1C(=O)c1cccnc1 (configuration not stated)	-0.3	-14	1	2	1	0	100	0.1	9	14
38	O=C(CN1CCC(n2nnc3cc(F)ccc32)CC1)Nc1ccccc1N1CCOCC1	-0.2	-3	-4	3	9	9	102	0.2	4	-15
39	Cc1nn(C(C)C(=O)NC2CC2)c(=O)c2nn(-c3ccccc3)c(C)c12 (configuration not stated)	-1.2	-13	7	-8	1	4	99	0.1	-4	4
40	COC(=O)C1CCN(C(c2cccs2)c2sc3nc(C)nn3c2O)CC1 (configuration not stated)	0.4	2	-2	-5	1	-11	95	-0.4	10	?
41	COc1ccc(-c2nc3n(c(=O)c2C#N)CCS3)cc1	-2.8	-5	-1	11	0	-5	102	0.9	11	2
42	C=CCc1c(OC)ccc2ccc(=O)oc12	-0.6	-2	2	4	3	-7	87	0.0	-7	-1
43	CCO[C@H]1OC(C(=O)N2CCOCC2)=C[C@@H](c2ccccc2)[C@@H]1CCCO	-2.0	2	-11	2	2	-5	99	0.0	2	3
44	COc1cc(NC(=O)CCCOc2ccc(Cl)cc2Cl)c(C(=O)O)cc1OC	-0.8	-1	3	4	1	-2	100	0.0	5	-2
45	COc1ccc(/C=N/NC(=O)CSc2n[nH]c(=O)[nH]c2=O)cc1	0.5	0	6	1	0	5	111	0.1	-3	-1
46	CC(=O)/C=C/c1ccccc1O	-0.6	-9	-3	4	4	0	101	0.3	0	-1
47	CCCCOCCCNC1=NCCCCC1	0.0	6	0	-11	1	4	90	-0.1	7	.
48	Cc1ccc(S(=O)(=O)n2nc(-c3cccnc3)nc2N)cc1	-1.1	6	-1	-5	1	-3	96	0.0	9	7
49	CCOC(=O)C1NN=C(C(=O)c2ccccc2)C1c1ccc(OC)cc1 (configuration not stated)	-0.2	-3	0	.	0	4	102	-0.3	5	-8
50	CC(Oc1ccccc1)C(=O)NNC(=O)c1cccs1 (configuration not stated)	-2.8	7	-6	7	1	-3	.	0.1	-1	-2

Remaining list, next part
No.	Compound	MC4R barr agon	NOD2 RIPK2 PPI	Granule exo inh	TLR9-MyD88 inh	Glyco luc inh	ABHD5 PLIN5 PPI	ABCB6 inh 2	aDG glyco up	MC4R antag cAMP	Vif inh
51	COc1cc(C(=O)NCC(=O)NCC(c2ccco2)N2CCCCC2)cc(OC)c1OC (configuration not stated)	-2.0	-18	-2	2	1	7	99	1.0	1	-2
52	COCCCNC(=S)NNC(=O)c1ccccc1Br	-2.8	-12	-1	4	2	-4	117	-0.5	14	4
53	O=C(COC(=O)c1ccc(F)cc1Cl)Nc1cccc(S(=O)(=O)N2CCOCC2)c1	-0.2	0	-3	1	0	3	88	0.1	2	-6
54	CCOc1cc(N2CCOCC2)c(OCC)cc1NC(=O)c1cc(S(=O)(=O)N2CCOCC2)ccc1F	0.5	-2	0	0	2	6	99	0.2	10	5
55	CCN1C(=O)C2(C(C(=O)c3ccc(C)o3)=C(O)C(=O)N2CCCN2CCOCC2)c2ccccc21 (configuration not stated)	0.3	-10	0	-6	1	1	97	0.0	4	-2
56	O=C(OCc1ccccc1F)c1ccc2c(c1)-c1ccccc1C2=O	-2.2	-3	2	1	3	7	100	0.0	3	-2
57	CNC(=S)Nc1ccc2nc(C)c(C)nc2c1	-0.6	-3	2	1	1	-8	102	-0.2	0	3
58	N#Cc1ccc(NC(=O)c2sc3cc(C(F)(F)F)cnc3c2-c2cccs2)cc1	-0.1	5	-1	-11	-3	-1	84	0.0	-7	20
59	COc1ccc(CCNC(=O)C(=O)NCC2OCCN2S(=O)(=O)c2ccc(OC)c(OC)c2)cc1OC (configuration not stated)	-2.0	-7	2	0	-1	6	97	0.1	6	4

Screens (PubChem)
